# CHRM5 antagonist: blocks acetylcholine activation of human M5 receptor | P08912 | CHO-hM5 cells, Fluo-8 calcium fluorescence, ACh EC80 | inhibition, % at 3 µM | actives 0.59% (n = 360,000);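 active = inhibition above a per-plate cutoff, the mean of that plate's test compounds plus 3 SD, cut at about 27% in these data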;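 note: 0% = acetylcholine EC80 with DMSO and 100% = DMSO without agonist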
# CHRM4 PAM: positive allosteric modulators of human muscarinic M4 receptor; activation, % at 3 µM; actives 0.4% (n = 360,000); AID 624126; CHO-K1 hM4/Gqi5, Fluo-8 calcium fluorescence, ACh EC20; 0% = ACh EC20, 100% = maximal ACh; P08173;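 active = activation above its plate's cutoff, the mean activation of sample wells plus 3 SD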; note: some results filed as inactive read as strong as hits
# CRFR2-BP ag: CRF-BP/CRF-R2 complex agonism. HEK293 CRF-R2/CRF-BP, calcium dye fluorescence (FLIPR); percent of saturating CRF peptide response. activation, % at 13.2 µM. actives 0.46% (n = 350,000);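 active = activation of at least 50%, plus an integration ratio under a set limit after plate pattern correction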;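 note: plate controls were neutral control wells without compound for no effect and CRF at EC100 for full effect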
# CHRM4 antagonist: CHRM4 antagonism in calcium assay; actives 0.73% (n = 360,000); inhibition, % at 3 µM; CHO-hM4 cells, ACh EC80, Fluo-8 calcium fluorescence; P08173; AID 624125;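 active = inhibition above its plate's cutoff, the mean inhibition of sample wells plus 3 SD, cut at about 27% in these data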;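 note: 0% = acetylcholine EC80 with DMSO and 100% = DMSO without agonist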
# CHRM4 agonist: CHRM4 agonism in calcium assay; P08173; CHO-K1 hM4/Gqi5, Fluo-8 calcium fluorescence; vehicle 0%, full acetylcholine response 100%; activation, % at 3 µM; actives 0.14% (n = 360,000); AID 624127;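 active = activation above the run mean over all test wells plus 3 SD, cut at about 32% in these data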;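 note: peak over basal fluorescence ratio per well then scaled between controls; 0% = DMSO wells and 100% = acetylcholine at EC100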
# M5 ag: CHRM5 agonism in calcium assay; activation, % at 3 µM; CHO-K1 hM5 cells, Fluo-8 calcium fluorescence; 0% DMSO wells, 100% maximal acetylcholine response; actives 0.19% (n = 360,000); P08912;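 active = activation above the run's mean over test compounds plus 3 SD, cut at about 23% in these data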;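 note: signal is peak over basal fluorescence ratio across the kinetic read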
# IDE inh: inhibitors of human insulin-degrading enzyme in cells; P14735; HEK cells, FAbetaB cleavage, fluorescence polarization; inhibition, % at 5.59 µM; actives 0.41% (n = 320,000);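 active = percent inhibition above the average of all tested compounds plus 3 SD, set per screening campaign, cut at about 16% in these data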;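 note: IDE supplied by intact live HEK cells; FP after avidin binding of uncleaved biotin substrate so inhibition keeps polarization high; 0% = DMSO wells and 100% = 60 µM reference IDE inhibitor Ii1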
# Target sequence (P14735 whole entry, looked up): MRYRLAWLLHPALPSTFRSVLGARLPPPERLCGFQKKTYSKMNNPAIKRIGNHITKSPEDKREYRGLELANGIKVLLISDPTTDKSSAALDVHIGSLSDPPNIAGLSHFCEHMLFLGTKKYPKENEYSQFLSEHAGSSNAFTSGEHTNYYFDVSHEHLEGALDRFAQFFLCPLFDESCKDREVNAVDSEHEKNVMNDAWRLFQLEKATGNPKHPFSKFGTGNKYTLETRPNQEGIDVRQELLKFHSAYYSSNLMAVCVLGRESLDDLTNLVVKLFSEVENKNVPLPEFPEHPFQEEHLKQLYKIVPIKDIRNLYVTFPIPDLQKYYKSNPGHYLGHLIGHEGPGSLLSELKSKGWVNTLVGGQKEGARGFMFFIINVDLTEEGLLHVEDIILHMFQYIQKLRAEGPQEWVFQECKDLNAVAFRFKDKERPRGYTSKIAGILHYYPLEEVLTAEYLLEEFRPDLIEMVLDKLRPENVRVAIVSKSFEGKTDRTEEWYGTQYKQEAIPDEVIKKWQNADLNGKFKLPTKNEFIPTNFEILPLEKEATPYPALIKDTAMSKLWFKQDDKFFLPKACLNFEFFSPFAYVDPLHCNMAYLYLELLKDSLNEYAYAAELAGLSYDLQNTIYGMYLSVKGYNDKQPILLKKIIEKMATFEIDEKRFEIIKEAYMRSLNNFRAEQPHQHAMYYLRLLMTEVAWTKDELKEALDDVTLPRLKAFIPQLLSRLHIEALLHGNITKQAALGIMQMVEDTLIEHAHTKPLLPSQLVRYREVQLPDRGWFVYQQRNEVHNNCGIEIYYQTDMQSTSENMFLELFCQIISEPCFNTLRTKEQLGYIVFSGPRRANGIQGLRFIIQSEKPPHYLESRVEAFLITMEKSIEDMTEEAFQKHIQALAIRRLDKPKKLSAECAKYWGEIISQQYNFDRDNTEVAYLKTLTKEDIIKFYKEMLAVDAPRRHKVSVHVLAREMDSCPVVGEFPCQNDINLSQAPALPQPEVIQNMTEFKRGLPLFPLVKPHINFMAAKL
# CRFR2-BP antag: blocks CRF-induced signaling of the CRF-BP/CRF-R2 complex; actives 0.59% (n = 350,000); AID 588475; inhibition, % at 11.8 µM; HEK293 CRF-R2/CRF-BP, CRF-induced calcium fluorescence;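 active = inhibition of the ligand-induced calcium signal above about 50% at the single tested concentration, limit read from the data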
# CHRM5 PAM: positive allosteric modulators of human muscarinic M5 receptor; P08912; actives 0.3% (n = 360,000); activation, % at 3 µM; CHO-K1 hM5, Fluo-8 calcium, ACh EC20 PAM; 0% = ACh EC20, 100% = ACh EC100;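 active = activation above the run cutoff, the mean activation of all test compounds plus 3 SD, cut at about 18% in these data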
#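 System – CHO-K1 hM5 cells · Compound – 3 µM, single dose · Incubation – compound preincubation 140 s before EC20 acetylcholine addition · Technique – Fluo-8 calcium fluorescence · Measure – Max/basal fluorescence ratio as % of EC20–EC100 ACh window · Benchmarks – low control EC20 acetylcholine (0%), high control EC100 acetylcholine (100%) · Replication – singlicate, one well per test compound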
# An asterisk follows results filed as active; x = not tested or not shown.
SMILES,CHRM5 antagonist,CHRM4 PAM,CRFR2-BP ag,CHRM4 antagonist,CHRM4 agonist,M5 ag,IDE inh,CRFR2-BP antag,CHRM5 PAM
Cc1ccc(NC(=O)CS(=O)CC(=O)N(c2ccccc2)C(C)C(=O)NC2CCCC2)cc1 (stereo not given),2,-1,-0.3,-2,1,0,5,28,-6
O=C(O)c1ccc(CSCc2ccco2)cc1,-1,-5,12,2,1,-1,-1,-13,-6
Cc1c(NC(=O)Cc2cccs2)cccc1[N+](=O)[O-],2,11,-0.5,-9,2,-3,2,-15,-8
Cc1c(N)cccc1-n1cnnn1,6,7,2.9,1,0,-1,-1,2,0
CCn1c2ccccc2c2cc(/C=N/O)ccc21,-4,1,-1.2,0,0,-3,-1,-17,14
Cc1cc(NCCc2ccc(Cl)cc2)n2ncnc2n1,-4,13,0.8,-6,8,9,-3,-6,2
CCc1ccc(OCC(=O)Nc2ccc3[nH]ncc3c2)cc1,16,-1,-1.0,4,1,-5,-1,11,0
NC(=O)c1ccc(NC(=O)C2CCCC2)cc1,6,0,-0.5,5,-1,0,0,6,-3
CCc1nc(N2CCN(C(=O)c3ccco3)CC2)c2c3c(sc2n1)CCCC3,2,-10,-0.4,0,1,-3,-2,1,-6
COc1cccc(C(C(=O)NC2CCCC2)N(C(=O)c2csnn2)C2CC2)c1 (stereo not given),14,-3,-0.6,7,0,0,-2,7,2
COc1ccc(C2CC(c3ccc(C(F)(F)F)cc3)=NN2c2ccc(S(N)(=O)=O)cc2)cc1 (stereo not given),5,0,-0.3,-5,3,1,x,-5,-2
CCCCNC(=O)C1(C)CCCCN1C(=O)c1cc(-c2ccccc2)cs1 (stereo not given),-7,3,x,-18,3,-7,x,x,2
O=C(COC(=O)C1CC2CCCC(C1)C2=O)Nc1cccc(F)c1 (stereo not given),2,12,-0.7,-12,6,4,-2,12,-1
O=C(NCCc1ccccc1)C(=O)NCC1OCCN1S(=O)(=O)c1cccs1 (stereo not given),-9,-6,-2.4,5,4,2,-4,-1,7
COc1ccc(Br)cc1[C@H]1[C@H]2C=CC[C@@H](C)[C@@H]2C(=O)N1Cc1ccccc1,5,11,0.3,-11,1,2,x,1,6
N=c1c2c(-c3ccccc3)c(-c3ccccc3)n(Cc3ccco3)c2ncn1CCCO,8,-5,1.1,-5,2,-10,2,-43,1
O=C(Nc1ncccc1O)c1c(O)c2ccccc2[nH]c1=O,14,16,-1.0,-6,1,-2,-1,12,-6
O=C(CSc1nnc(Cc2ccccc2)o1)NC1CC2CCC1C2 (stereo not given),-5,4,-2.6,2,1,0,1,18,1
CCCCCNC(=O)Cc1cc(=O)[nH]c(=O)[nH]1,2,1,0.1,-6,2,0,0,15,-13
Cc1cc(C(=O)CSc2ncccn2)c(C)n1-c1cccc(F)c1,-3,-12,-1.4,14,1,0,2,21,-2
CCOC(=O)C1=C(C)N(C)C(=O)NC1c1ccc2c(c1)OCO2 (stereo not given),0,-6,-3.5,-2,0,-7,9,1,4
COCCn1c(Cc2ccccc2)nnc1SCC(=O)N(C)C,-2,12,-1.3,-1,1,-1,1,0,4
Cc1ccc(NS(=O)(=O)c2ccc(Cl)c(C(=O)O)c2)cc1S(=O)(=O)N1CCOCC1,-5,18,0.6,3,0,3,0,0,4
Cc1ccc(S(=O)(=O)N2CCN(C(=O)c3ccccc3)CC2)c(C)c1NS(C)(=O)=O,1,-3,1.5,-6,1,5,-1,-9,2
O=C(COc1ccc(Cl)cc1)NCc1nnc(SCC(=O)N2CCCCCC2)o1,-10,12,-3.0,-10,2,-1,-2,0,7
CCc1ccccc1N=Cc1c(C)c(C#N)c2[nH]c3ccccc3n2c1=O,10,-1,165*,0,0,-2,x,-134,-1
CN(C)S(=O)(=O)c1ccc(Cl)c(C(=O)Nc2ccccc2[N+](=O)[O-])c1,-3,0,1.5,-14,4,-2,4,-28,4
CNc1ccc(-c2cccc([N+](=O)[O-])c2)cn1,1,-1,x,-7,1,-3,x,x,-4
CC(=O)Nc1ccc(N2C(=O)CC(Sc3nc(C)cc(C)n3)C2=O)cc1 (stereo not given),9,-2,-2.1,-1,1,-4,4,13,2
COc1ccc(NC(=O)C2Cc3c(-c4cccc(C(C)=O)c4)ccnc3O2)cc1OC (stereo not given),17,-5,x,4,12,3,x,x,-9
CCCCN(CCCC)CC(O)CN(c1cc([N+](=O)[O-])ccc1OC)S(=O)(=O)c1ccccc1 (stereo not given),-6,-6,4.8,-4,2,-6,-3,-14,-2
COc1ccccc1NS(=O)(=O)NC(=O)c1c(C)[nH]c2ccccc12,1,0,-0.5,1,1,-3,-1,-3,6
COC(=O)c1c(C)noc1-c1ccc(Cl)cc1,0,-14,-3.7,-5,0,-1,3,17,6
COc1cc(NC(=S)NCCCN(C)C)c(OC)cc1NC(=O)c1ccco1,12,6,-2.4,20,1,-2,7,7,-7
C=CCNCCCCOc1ccccc1-c1ccccc1,1,-5,-0.1,0,6,-8,-3,-7,-6
O=C(CS(=O)(=O)Cc1ccccc1)Nc1ccc2c(c1)OCO2,2,0,-0.8,-6,1,1,-2,16,3
CCOC(=O)CN1Cc2cccc(C(=O)O)c2C1=O,0,-3,0.1,2,0,1,-2,2,-2
CC1(C)OC(c2ccccc2)=C/C(=C/C=C2C(=O)c3ccccc3C2=O)O1,0,0,1.1,2,1,-1,6,-25,-2
COC(=O)c1cccc(CSc2nc(-c3ccccc3)c(C#N)c(=O)[nH]2)c1,11,2,-2.0,0,-1,-2,-2,48,1
COc1cc(S(=O)(=O)N2CCCCC2)c(OC)cc1Br,0,0,-2.9,5,0,-1,-5,-9,4
Cc1cccn2c(CN(C)CC3Cc4ccccc4O3)c(C(=O)N3CCCCC3)nc12 (stereo not given),10,-7,-1.9,-3,9,-1,3,-2,-6
COc1ccccc1NC(=O)C(CC(C)C)NC(=O)C1CCCCC1 (stereo not given),0,8,-2.4,-7,0,-4,1,3,0
CC(c1ccccc1)N1C(=O)NC(NC(=O)c2cccnc2)(C(F)(F)F)C1=O (stereo not given),-2,-2,-0.3,10,0,0,-2,-1,3
O=C1CC(c2ccccc2)CN1Cc1ccccc1 (stereo not given),9,-6,-0.5,15,0,-6,0,-4,-6
COc1cccc(C2CC(=O)Nc3c2c(=O)n(C)c(=O)n3C)c1OC (stereo not given),0,8,2.6,-11,1,1,-5,17,-3
CCC(C)C(=O)Nc1ccc(OC)cc1[N+](=O)[O-] (stereo not given),-8,4,0.1,-4,2,-3,4,9,5
COc1ccc(CCNC(=O)Cn2c(=O)cnc3ccccc32)cc1,1,-7,-1.1,8,0,-1,-2,-5,-2
CC(C)n1cc(CN2CCCC(C(=O)Nc3ccccc3Oc3cccnc3)C2)cn1 (stereo not given),-2,4,-3.7,-7,2,-3,-3,-20,1

# In a second layout: entries from further up
canonical_smiles: O=C1CC(c2ccccc2)CN1Cc1ccccc1 (stereo not given)
  CHRM5 antagonist: 9
  CHRM4 PAM: -6
  CRFR2-BP ag: -0.5
  CHRM4 antagonist: 15
  CHRM4 agonist: 0
  M5 ag: -6
  IDE inh: 0
  CRFR2-BP antag: -4
  CHRM5 PAM: -6
canonical_smiles: COc1cccc(C2CC(=O)Nc3c2c(=O)n(C)c(=O)n3C)c1OC (stereo not given)
  CHRM5 antagonist: 0
  CHRM4 PAM: 8
  CRFR2-BP ag: 2.6
  CHRM4 antagonist: -11
  CHRM4 agonist: 1
  M5 ag: 1
  IDE inh: -5
  CRFR2-BP antag: 17
  CHRM5 PAM: -3
canonical_smiles: CCC(C)C(=O)Nc1ccc(OC)cc1[N+](=O)[O-] (stereo not given)
  CHRM5 antagonist: -8
  CHRM4 PAM: 4
  CRFR2-BP ag: 0.1
  CHRM4 antagonist: -4
  CHRM4 agonist: 2
  M5 ag: -3
  IDE inh: 4
  CRFR2-BP antag: 9
  CHRM5 PAM: 5

# Other compounds:
SMILES,CHRM5 antagonist,CHRM4 PAM,CRFR2-BP ag,CHRM4 antagonist,CHRM4 agonist,M5 ag,IDE inh,CRFR2-BP antag,CHRM5 PAM
CCn1cc(Br)c(-c2nc3ccccc3c(=O)n2N)n1,-2,5,1.2,1,1,0,2,9,3
N#Cc1nc(COc2ccc(F)cc2)oc1N1CCN(Cc2ccccc2)CC1,3,-7,1.4,5,1,-6,-4,-6,-3
O=C(N/C(=C\c1cccs1)C(=O)N1CCOCC1)c1cccs1,2,-5,-2.2,3,1,-2,1,3,-7
O=C(Cc1cccs1)N1CCN=C1SCc1ccc(F)cc1,6,15,-3.4,-11,1,-3,5,14,1
Nc1ccc(C(=O)N/N=C/c2cn(Cc3ccccc3)c3ccccc23)cc1,-12,11,-2.9,-16,7,-3,x,-3,9
O=[N+]([O-])c1cccc(C(=Nc2ccccc2Cl)NO)c1,3,2,-1.1,0,-1,-1,7,-6,2
COC(=O)[C@@H]1C[C@@]2(O)[C@H](O)[C@H](O)[C@H](O)C[C@H]2N1Cc1ccc(C(C)(C)C)cc1,4,9,0.0,2,-1,5,-3,-7,2
CCOC1(C)OCC(=O)[C@]2(CCC3C4CCC5=CC(=O)C=CC5(C)C4C(=O)CC32C)O1 (stereo not given in full),6,-8,-1.0,2,7,0,-2,6,-6
O=C(c1cc(-c2ccncc2)nc2ccccc12)N1CCN(c2ccc(N3CCOCC3)nn2)CC1,-3,1,3.1,1,10,1,1,-8,-12
COCCN1Cc2cccc(C(=O)Nc3ccc(C)c(C)c3)c2C1=O,7,4,-1.1,-5,2,-7,0,5,-9
COc1ccc(CC(=O)N(CCC2=CCCCC2)c2c(N)n(Cc3ccccc3)c(=O)[nH]c2=O)cc1,1,-1,32,2,6,8,x,-21,-4
N[C@@H](Cc1ccccc1)C(=O)N1CCC(C(=O)N[C@@H](CCC(=O)O)C(=O)O)CC1,13,1,4.0,7,0,-1,-1,-2,0
CCOC(=O)c1c(C=O)c(C)n(Cc2ccc(Cl)cc2)c1C,3,5,1.4,0,-1,-3,1,4,-1
Nn1c(SCc2cccc(F)c2)nnc1-c1cccnc1,15,-13,-0.9,-1,18,1,1,9,-18
Cc1cc(C)c2c(c1)/C(=N/NC(=S)Nc1ccc(F)cc1)CCC2,3,8,-1.2,5,0,-2,2,-4,4
O=c1[nH]c(=O)n(C2OC(CO)C(O)C2O)cc1N1CCOCC1 (stereo not given),14,8,-1.6,0,0,1,x,17,4
COc1ccc(Cc2nnc(SCc3nc4ccccc4c(=O)[nH]3)o2)cc1,-2,7,1.2,-10,3,1,3,-7,1
CCCCCCc1cc2cc(-c3nnc(-c4ccccc4OC)o3)c(=O)oc2cc1O,9,9,230*,2,8,2,48*,-302,-2
Cc1ccc2c(c1)C(c1ccccc1)N(C(=O)CC(C)C)CC(=O)N2 (stereo not given),11,-8,0.8,-4,14,0,-1,15,-14
CCOC(=O)Nc1ccc(S(=O)(=O)N2CCOCC2)cc1,-6,5,-1.4,-6,1,-3,-8,26,-3
CN(C)C(CNC(=O)c1cc(S(=O)(=O)N(C)Cc2ccccc2)ccc1Cl)c1ccco1 (stereo not given),15,-3,0.0,8,17,4,7,2,-15
CCOC(=O)C1CCCCN1Cc1ccc(OC)c(OC)c1OC (stereo not given),1,18,0.2,-4,0,-2,2,-10,9
Cc1ccc(NC2=NCC(=O)N2Cc2ccc3c(c2)OCO3)cc1,-4,-1,-1.7,0,2,-1,6,-4,6
O=C(NO)c1ccccc1C(F)(F)F,-6,7,2.0,-3,1,-2,-2,-10,-1
Cc1csc(NC(=O)c2sccc2C)n1,-6,3,-0.3,-9,2,0,3,-3,1

# Assay outcomes as filed in PubChem.
